Assay outcomes: PubChem, National Center for Advancing Translational Sciences (NCATS)
TexasRed fluor: Texas Red fluorescence interference in TRb-SRC2 counter-screen | TRb/SRC2 Texas Red total fluorescence interference | Potency, µM (series often up to 106 µM), for the others: at the top dose fluorescence change, negative = quenching | 0.29% of 280,000 active | AID 1479; active = well fitted curve in either direction with a large enough effect; inconclusive = small, poorly fitted or top-dose-only effect; note: % is set by controls: 0 for no effect and ±100 for the full control effect
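Human TRb ligand-binding domain at 0.6 uM with 20 nM Texas Red SRC2 peptide in Tris buffer containing 1 uM T3 and 5% DMSO, incubated with compound 5 h at ambient temperature. Total fluorescence (555/632 nm) calculated as parallel + 2 × perpendicular.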
RECQ1 helicase: RECQ1 (human) helicase inhibition. Potency, µM (top dose mostly 57.3 µM), for inactives: at the top dose activity, negative = inhibition, actives largely listed as inhibitors. 0.54% of 240,000 active. AID 2549. RECQ1 DNA unwinding, red fluorescence kinetic read;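 note: plate controls were vehicle for no effect and no enzyme for full effect; nearly all actives have a fitted effect of over 30% in size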
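50 nM RECQ1T1 preincubated 15 min with compound in Tris pH 8.0 buffer with MgCl2, DTT, Tween-20 and 2.5 ug/ml poly(dI-dC); started with 200 nM TAMRA/BHQ-2 forked duplex and 2 mM ATP. Unwinding read as fluorescence (525/598 nm), two reads 2 h apart.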
Tau fluor cs: counter-screen for tau fibril formation inhibitors | 0.93% of 280,000 active | AID 1463 | tau K18 P301L Alexa594 fluorescence, heparin fibrillization | Potency, µM (titrated, usually from 57.7 µM), without a hit: top-dose activity change, negative = decrease; note: % is set by controls: 0 for no effect and ±100 for the full control effect; nearly all actives have a fitted effect of over 55% in size
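Human tau K18 P301L (15 uM unlabeled, 0.24 uM Alexa 594-labeled) in 100 mM sodium acetate pH 7 with 20 uM heparin, 6 hr at 37 C. ThT 30 uM added, 1 hr ambient; Alexa 594 FP and total fluorescence read at 555/632 nm.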
L3MBTL1 block: inhibitors of human L3MBTL1. Potency, µM (top dose mostly 57.1 µM), inactives show at the highest dose activity, negative = inhibition, most hits filed as inhibitors. AlphaScreen L3MBTL1–H3K9me1 peptide binding. Q9Y468. 0.66% of 230,000 active; note: % is set by controls: 0 for no effect and ±100 for the full control effect; nearly all actives have a fitted effect of over 60% in size
Target sequence (Q9Y468 whole entry, looked up): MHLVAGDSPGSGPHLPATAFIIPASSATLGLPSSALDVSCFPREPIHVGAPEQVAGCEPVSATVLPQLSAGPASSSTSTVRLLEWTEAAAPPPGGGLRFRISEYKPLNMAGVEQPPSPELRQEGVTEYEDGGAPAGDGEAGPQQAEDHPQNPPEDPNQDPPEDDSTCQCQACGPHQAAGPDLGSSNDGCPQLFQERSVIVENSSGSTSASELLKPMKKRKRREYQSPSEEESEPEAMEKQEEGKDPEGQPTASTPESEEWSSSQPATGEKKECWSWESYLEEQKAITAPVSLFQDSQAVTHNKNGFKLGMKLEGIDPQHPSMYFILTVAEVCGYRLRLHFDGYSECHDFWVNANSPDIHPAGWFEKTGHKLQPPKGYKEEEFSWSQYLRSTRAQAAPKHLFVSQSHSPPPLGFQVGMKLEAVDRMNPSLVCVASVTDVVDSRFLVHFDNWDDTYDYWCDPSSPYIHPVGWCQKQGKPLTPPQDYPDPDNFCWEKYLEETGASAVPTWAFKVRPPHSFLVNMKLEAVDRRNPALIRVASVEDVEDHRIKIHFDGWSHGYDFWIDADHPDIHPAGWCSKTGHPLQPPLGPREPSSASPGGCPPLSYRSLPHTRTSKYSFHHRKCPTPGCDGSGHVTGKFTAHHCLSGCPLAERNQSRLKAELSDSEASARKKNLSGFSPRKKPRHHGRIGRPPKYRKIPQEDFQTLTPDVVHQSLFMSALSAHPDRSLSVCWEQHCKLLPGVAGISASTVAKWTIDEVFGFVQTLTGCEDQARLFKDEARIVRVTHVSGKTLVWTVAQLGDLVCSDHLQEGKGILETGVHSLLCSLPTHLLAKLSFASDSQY
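L3MBTL1 50 nM + b-AHA-H3(1-15)K9me1 75 nM, 30 min RT; compound added, 30 min RT; streptavidin donor/Ni-chelate acceptor beads 10 ug/mL each final, 30 min RT dark; AlphaScreen read.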
TRb-SRC2 inh: TRbeta-SRC2 interaction inhibition | P10828 | TRbeta-SRC2 peptide binding, fluorescence polarization; receptor liganded with 1 µM T3 | Potency, µM (titrated, usually from 106 µM), for inactives: at the highest dose activity change, negative = inhibition, most hits filed as inhibitors | 0.065% of 280,000 active | AID 1469;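 note: plate controls were bound peptide for no effect and peptide without receptor for full effect; nearly all actives have a fitted effect of over 50% in size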
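Quantitative HTS by FP: 0.6 uM TRb LBD, 20 nM labeled SRC2 20-mer, 1 uM T3, 5% DMSO; 5 hr ambient incubation; % activity per concentration and potencies from concentration series.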
HTT cytoprotect: cytoprotection in Huntington HTT-Q103 PC12 cell model. PC12 HTT-Q103 induced, cytoprotection, ATP luminescence, 40 h. Potency, µM (titrated, usually from 56.4 µM), for the others: cytoprotection (ATP increase), most hits filed as activators. 0.14% of 230,000 active. AID 1471;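 note: % of control where 0% means no effect; nearly all actives have a fitted effect of over 45% in size; toxic huntingtin expression switched on by the ecdysone agonist tebufenozide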
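PC12 cells with ecdysone-inducible HTT exon 1 Q103-GFP, induced with 100 nM tebufenozide and co-treated with library compounds in a dose series (1536-well, 1500 cells/well). Cytoprotection read as ATP content by ATPlite luminescence.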
Tau fibril ThT: blocks human tau fibril formation measured by thioflavin T; recombinant tau K18 P301L (four-repeat tau fragment), heparin-induced fibrillization, ThT fluorescence; AID 1460; P10636; 2.1% of 270,000 active; Potency, µM (highest dose often 57.4 µM), for the others: at the top dose activity, negative = inhibition, usual class: inhibitors; note: % is set by controls: 0 for no effect and ±100 for the full control effect; nearly all actives have a fitted effect of over 55% in size
Target sequence (P10636 561-689 P618L limits assumed): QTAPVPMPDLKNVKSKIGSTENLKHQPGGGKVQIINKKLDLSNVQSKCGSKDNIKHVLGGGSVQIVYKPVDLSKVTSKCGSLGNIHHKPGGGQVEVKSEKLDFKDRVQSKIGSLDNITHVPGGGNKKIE
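In this qHTS, human K18 P301L tau is incubated with compound and heparin for 6 hr at 37 C, and Thioflavin T fluorescence then reports fibril load.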
Tau fibril FP: tau fibrillization inhibition (FP); P10636; K18 P301L tau heparin fibrillization, Alexa594 FP, 6 h; Potency, µM (top dose mostly 57.7 µM), for inactives: top-dose activity, negative = inhibition, usual class: inhibitors; 0.39% of 280,000 active; note: % is set by controls: 0 for no effect and ±100 for the full control effect; nearly all actives have a fitted effect of over 55% in size
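Recombinant K18 P301L […], labeled with Alexa 594 at 0.24 uM over 15 uM unlabeled; heparin inducer 20 uM final; 37 C, 6 hr; FP endpoint.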
An asterisk follows results filed as active; i = inactive; ? = inconclusive; / = not tested or not shown; & = joins results of further samples; [ ] = dose if it differs, or a comment. Unless noted, calls come from the whole dose curve; as a rule, active = well fitted curve in the direction sought with a large enough effect; inconclusive = small, poorly fitted or top-dose-only effect, or another doubt; inactive = no such curve, though single readings can be large; an effect the other way counts as inactive or inconclusive. Potency is the fitted concentration of half-maximal effect.

SMILES | TexasRed fluor | RECQ1 helicase | Tau fluor cs | L3MBTL1 block | TRb-SRC2 inh | HTT cytoprotect | Tau fibril ThT | Tau fibril FP
S=c1[nH]nc(C2CC2c2ccc(Cl)cc2)n1-c1ccc(Cl)cc1 (configuration not stated) | 1.7% | -2.5% | -27.6% | -12.1% | -2.8% | / | ? | 9.1%
O=C(CNS(=O)(=O)c1cccs1)N1CCCC1 | -0.3% | -3.6% | 7.8% | 7.0% | 0.9% | -1.4% | 2.6% | 2.5%
Cc1cc(C)c(S(=O)(=O)ON2C(=O)c3ccccc3C2=O)cc1C | 0.4%[53 µM] | i | -9.2% | 11.3% | -13.1%[53 µM] | 3.1% | ? | ?
COc1ccc(CNC(=O)CSCc2nc(-c3ccccc3F)oc2C)cc1 | 1.8% | / | -9.3% | / | -0.7% | / | -9.9% | 2.4%
Cn1c(=O)c2c(nc(CN3CCOCC3)n2CCCc2ccccc2)n(C)c1=O | -1.1% | 1.4% | 0.6% | -5.2% | -4.7% | 27.9%[10 µM] | -1.9% | 2.0%
CC(=O)N1CCCC1c1nc2ccccc2n1Cc1ccccc1C (configuration not stated) | -0.5% | / | -6.3% | / | 4.2% | / | ? | 3.9%
CCN(C(=O)CSc1cc(C)c2ccc(OC)cc2n1)C1CCS(=O)(=O)C1 (configuration not stated) | -4.2% | -8.3% | 1.4% | / | 8.8% | 13.1%[10 µM] | 4.3% | -0.2%
COc1ccc(Cl)c(NCCC(=O)O)c1 | -4.4% | -9.6% | 1.6% | -3.1% | -3.0% | -9.4%[10 µM] | -6.4% | 8.3%
Cc1cccc(-c2cc(-c3ccccc3)nc(SCC(=O)Nc3ccccc3)c2C#N)c1 | 4.6% | / | -20.1% | / | -5.1% | / | -1.0% | ?
O=C(Nc1ccc(N2CCOCC2)cc1)C1CCN(C(=O)OCc2ccccc2)CC1 | 2.4% | -2.2% | -14.2% | / | 5.5% | 5.2%[10 µM] | / | 5.9%
O=C(CCCn1c(=O)[nH]c2ccsc2c1=O)N1CCN(Cc2ccc3c(c2)OCO3)CC1 | 0.0% | -9.6% | -7.7% | -4.7% | -15.6% | 11.7%[10 µM] | -4.5% | 2.7%
CS(=O)(=O)N(CC(=O)N1CCOCC1)Cc1ccc(Cl)cc1 | 1.5% | -11.8% | 5.9% | -1.2% | -4.6% | -13.8%[0.074 µM] | -0.9% | -1.0%
CCCCOc1ccc(C(=O)Oc2ccc(C)nc2)cc1 | -0.6% | i | -9.6% | 13.9% | 0.1% | 29.8% | ? | -0.2%
CNc1nc(NC#N)nc(SC)n1 | 1.2% | -2.4% | / | / | -1.3% | -13.9%[10 µM] | / | /
O=C1C(=O)N2C(=C1C(=O)N1CCCCCC1)c1ccccc1CC21CCCC1 | -2.8% | -4.0% | 1.7% | / | -9.8% | -16.7%[10 µM] | -15.5% | -4.1%
COc1ccc(N(CC(=O)N2c3ccccc3CC2C)S(=O)(=O)c2c(C)noc2C)cc1 (configuration not stated) | 2.0% | ? | -15.4% | -8.6% | -4.4% | 9.4%[0.074 µM] | -9.8% | 5.4%
CC1=C/C(=N\OS(=O)(=O)c2ccccc2)C(C(C)C)=CC1=O | 1.6% | -4.0% | -26.2% | -10.0% | -6.3% | 38.9%[0.074 µM] | 10µM* | ?
COc1ccc2[nH]cc(C(O)CN3CCN(c4ccccc4)CC3)c2c1 (configuration not stated) | -2.8% | i | -23.4% | -11.1% | -14.7% | -41.0%[inhibitor][0.074 µM] | -10.4% | -2.8%
CN1CCc2c(sc(NC(=O)c3cc4cc([N+](=O)[O-])ccc4s3)c2C(N)=O)C1 | -17.9% | ? | ? | / | -9.7% | -201.9%[inhibitor] | 2.24µM* | 2.5%
COc1ccc(OC)c(S(=O)(=O)N2CCC(C(=O)NCCc3ccccc3)CC2)c1 | 0.4% | 6.2% | -7.2% | -14.5% | 9.7% | -20.7% | -1.1% | -8.7%
CCOC(=O)COc1ccc(Cl)cc1C1NC(=O)NC(C)=C1C(C)=O (configuration not stated) | -1.7% | 6.1% | 1.4% | 6.1% | 3.2% | -13.2% | -0.5% | 8.5%
FC(F)(F)c1cccc(OCc2noc(-c3ccsc3)n2)c1 | -0.7% | -6.0% | -3.0% | 67.9%[activator] | 6.9% | 12.2%[10 µM] | 1.1% | -8.1%
O=C(CN1CCCCCC1)N/N=C/c1cccc(Cl)c1Cl | -3.1% | -3.9% | -1.7% | -0.2% | -6.3% | / | -1.1% | 9.3%
Cc1cccc(N(Cc2cc3ccccc3[nH]c2=O)S(=O)(=O)c2ccccc2)c1 | -1.6% | -5.4% | -28.3% | 1.4% | 0.4% | -5.8%[10 µM] | -11.8% | ?
O=S(=O)(NCCc1csc2nc(-c3ccccc3)nn12)c1ccc(Cl)s1 | 0.2% | / | -2.4% | / | -5.4% | / | 8.0% | ?

Part of the list above in order of length of the SMILES, ascending.
SMILES | TexasRed fluor | RECQ1 helicase | Tau fluor cs | L3MBTL1 block | TRb-SRC2 inh | HTT cytoprotect | Tau fibril ThT | Tau fibril FP
COc1ccc(Cl)c(NCCC(=O)O)c1 | -4.4% | -9.6% | 1.6% | -3.1% | -3.0% | -9.4%[10 µM] | -6.4% | 8.3%
O=C(CNS(=O)(=O)c1cccs1)N1CCCC1 | -0.3% | -3.6% | 7.8% | 7.0% | 0.9% | -1.4% | 2.6% | 2.5%
COc1ccc2[nH]cc(C(O)CN3CCN(c4ccccc4)CC3)c2c1 (configuration not stated) | -2.8% | i | -23.4% | -11.1% | -14.7% | -41.0%[inhibitor][0.074 µM] | -10.4% | -2.8%

(listing goes on)
SMILES | TexasRed fluor | RECQ1 helicase | Tau fluor cs | L3MBTL1 block | TRb-SRC2 inh | HTT cytoprotect | Tau fibril ThT | Tau fibril FP
O=C1c2ccccc2NC(c2ccccc2)N1Cc1ccco1 (configuration not stated) | -5.2% | -7.2% | -10.8% | -6.0% | 2.1% | -11.0% | -11.3% | 0.2%
CCOc1ccc(Nc2nc(N3CCCCC3)nc(N3CCCCC3)n2)cc1 | 0.9% | -8.2% | -21.8% | / | -9.1% | 16.4% | -11.6% | 7.4%
N[C@H](CCC(=O)NCC(=O)O)C(=O)O | -0.3%&0.5%&-2.2% | 6.5%&-6.8%&-12.3% | 4.9%&-0.7% | / | 0.7%&-1.4%&-1.1% | ? | 2.3%&-10.8% | -2.1%&8.3%
Cc1ccc2c(c1)N(C(=O)CCC(=O)N1CCc3ccccc3C1)CCO2 | -0.3% | 12.7% | 5.0% | -10.9% | -2.6% | 11.6% | 3.0% | 2.8%
CC(=O)NC1(C(F)(F)F)C(=O)NC(C)=C1C#N (configuration not stated) | 2.3% | i | ? | 11.0% | 5.7% | -39.6%[inhibitor] | ? | -3.0%
Cc1c(/C=N/n2cnnc2)c2ccccc2n1C | -3.0% | -3.1% | 1.8% | 5.9% | -2.0% | 3.7%[10 µM] | -7.0% | 5.9%
O=C(NCc1ccc2c(c1)OCO2)C1CC(=O)N(c2ccc(F)cc2)C1 (configuration not stated) | 1.4% | 8.0% | 5.5% | 0.4% | 10.4% | 20.9%[10 µM] | -2.0% | 3.4%
Cc1ccc(-c2csc3ncnc(SCC(=O)Nc4nnc(C)s4)c23)cc1 | -6.1% | 12.8% | -17.2% | 3.2% | 8.4% | 0.4%[10 µM] | -13.5% | 0.4%
O=C(NCCN1CCCC1)C1CC(=O)N(C2CCCCC2)C1 (configuration not stated) | 2.1% | -0.9% | 0.2% | -2.4% | 6.6% | 18.1%[0.074 µM] | -10.2% | 0.2%
O=C(CSc1nccc(=O)[nH]1)N1N=C2/C(=C/c3ccco3)CCCC2C1c1ccco1 (configuration not stated) | -14.0% | 15.8µM* | -12.0% | -85.5% | -10.7% | 2.3% | ? | ?
COC(=O)c1cc(NC(=O)CN2CCN(C(C)=O)CC2)cc(C(=O)OC)c1 | -0.6% | -7.2% | -7.0% | / | -3.6% | -18.4% | -6.2% | -6.9%
CO[C@H]1COC(=O)C/C=C\[C@H](C)COC(=O)[C@@H](OCc2ccccc2)/C=C\[C@@H]1C | -1.3%[11.2 µM] | -0.3%[11.5 µM] | -5.5%[11.6 µM] | / | 4.1%[11.2 µM] | 10.3%[10 µM] | -1.1%[11.5 µM] | -1.4%[11.6 µM]
O=C(Cn1c(=O)sc2ccccc21)OC(CCl)CCl | 5.1% | -7.9% | 15.7% | 43.3%[activator] | -10.0% | -9.0%[10 µM] | 20.4% | 0.4%
COc1ccnc(CSC(N)=Nc2ccccc2C(F)(F)F)c1 | -2.3% | -10.6% | 1.6% | -1.6% | -4.2% | / | 3.5% | 13.5%
Cc1cc(C)c(/C=C2\C(=O)Nc3ccccc32)[nH]1 | -6.5% | -3.7% | ? | / | -2.1% | 0.5% | 3.16µM* | 12.1%
CC12CCC(C/C1=N\OC(=O)c1c(F)cccc1F)C2(C)C (configuration not stated) | -0.8% | -0.6% | -12.7% | 7.9% | -5.6% | -2.5%[10 µM] | -5.5% | -6.5%
COCC(=O)n1cc(C(=O)OC)c2ccccc21 | 1.8% | i | -2.5% | 19.9% | 0.5% | 0.3%[10 µM] | -7.7% | 1.1%
COc1ccc(S(=O)(=O)CCC(=O)N2CC(=O)N(CCc3ccccc3)C(=O)C2)cc1 | -1.6% | -3.1% | -9.1% | / | -5.0% | 11.2% | -12.6% | -2.7%
Cc1ccc2nc(-c3ccccc3)cc(C(=O)N3CCc4ccccc4C3)c2c1 | -2.6% | -9.5% | -11.4% | 0.8% | -1.5% | -42.8%[inhibitor] | -3.8% | 3.2%
Cc1ccccc1NC(=S)Nc1ccccn1 | -3.9% | i | -9.7% | 6.2% | -0.1% | -5.3%[10 µM] | -6.9% | -2.0%

An excerpt; the hit share may differ from the screen's.
